From PubChem BioAssay
PAX8 reporter – inhibitors of PAX8-driven TPO luciferase reporter, primary screen, RMG-I cells, single concentration; hit rate 1.2% among 360,000; inhibition, % at 12.6 µM; SteadyGlo, 24 h;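 active means mean replicate inhibition at least 60% with every replicate also reaching 60%; inconclusive means only one of the two criteria is met; inactive means mean below 60% and not all replicates reaching 60%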;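 further: luciferase light reporting Pax8 driven TPO promoter activity; plate controls were median of neutral control wells for no effect and mitoxantrone controls for full effect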
GSIS activator – GLuc luminescence reporter in INS-1E cells, primary screen for activators of glucose-dependent secretion of insulin | INS-1E GLuc reporter insulin secretion, 2-3 h | activation, % at 16.6 µM | hit rate 0.61% among 370,000 | AID 743287, 2014;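 active means lowest replicate activation of at least 40%, so every replicate reaches that level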;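 further: 0% = median of neutral control wells and 100% = median of IBMX positive control wells; some compounds called inactive have numbers as strong as hits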
ERp5 block – inhibitors of ERp5-driven insulin aggregation, primary screen, biochemical, turbidity, absorbance 650 nm, single point; Protein disulfide-isomerase A6 (Homo sapiens), Q15084; 90 min; inhibition, % at 9.99 µM; hit rate 0.05% among 350,000; AID 651711, 2012;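 active means mean replicate inhibition above about 25%, with every replicate also reaching it, limit read from the data, passing the limit was not always enough; inconclusive means only one of those two criteria met; inactive means neither criterion met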
Target sequence (Q15084 whole entry, looked up): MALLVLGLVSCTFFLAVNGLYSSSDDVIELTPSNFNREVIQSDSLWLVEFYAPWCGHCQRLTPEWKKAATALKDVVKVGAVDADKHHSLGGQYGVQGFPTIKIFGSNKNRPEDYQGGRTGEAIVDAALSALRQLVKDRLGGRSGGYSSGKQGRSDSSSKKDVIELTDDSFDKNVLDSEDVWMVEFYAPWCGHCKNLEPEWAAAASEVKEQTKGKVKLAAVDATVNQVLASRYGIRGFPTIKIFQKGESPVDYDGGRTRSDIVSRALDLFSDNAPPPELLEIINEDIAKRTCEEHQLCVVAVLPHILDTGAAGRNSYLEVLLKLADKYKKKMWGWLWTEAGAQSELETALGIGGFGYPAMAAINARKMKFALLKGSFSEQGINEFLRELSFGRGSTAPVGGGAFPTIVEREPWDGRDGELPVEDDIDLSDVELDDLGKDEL
ARNT TACC3 PPI – disruptors of ARNT/TACC3 protein interaction, primary screen, biochemical, AlphaScreen, single concentration | AID 623870, 2012 | hit rate 0.66% among 390,000 | inhibition, % at 9.99 µM | AlphaScreen His-ARNT PAS-B/GST-TACC3 binding, luminescence; TACC3 fragment carries E629A point mutation;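 active means mean inhibition of replicates at least 50% and at least half of replicates each reaching 50%; inconclusive means half or more replicates reach 50% but mean below 50%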;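 further: 0% = complete ARNT plus TACC3 wells and 100% = ARNT alone without TACC3; many hits fall short of the cut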
DENV2 CPE rescue – inhibitors of DENV2 cytopathic effect, primary screen, cell-based, plate reader, single concentration; hit rate 1.7% among 350,000; CPE inhibition, % at 9.99 µM; DENV2-infected cells, cytopathic effect rescue; AID 651640, 2012; in the data active means CPE inhibition above about 20%, passing the limit was not always enough; inconclusive means no clear call, values can overlap the other calls; tested in BHK-21 cells;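 further: 0% = median of neutral control wells and 100% = median of positive control wells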
CFTR F508del cor – F508del CFTR correction, initial screen, CFBE line, single point; activity (quench increase), % at 7.58 µM; hit rate 0.36% among 350,000; CFBE cells, YFP halide quenching; stimulated with forskolin plus potentiator P3; % fluorescence drop versus neutral controls;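 active means mean added fluorescence quench of at least 8% versus neutral control, with both replicates also reaching 8%; inconclusive means only one of the mean or replicate conditions met; inactive means mean below 8% and not both replicates reaching 8%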;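 further: cells transiently co-express mutant CFTR-F508del with the halide-sensitive YFP; corrector assay measuring rescue of mutant channel to the surface after 24 h compound exposure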
XiGFP reactiv – activators of inactive X chromosome reactivation, primary screen, imaging, XiGFP fibroblasts, GFP high-content imaging, set 2; hit rate 0.055% among 360,000; XiGFP mouse fibroblasts, % GFP-positive cells imaging, 3 d; cells co-treated with 5-aza-dC sensitizer; scaled so ellipticine positive control = 100%; activation, % at 7.58 µM; AID 743238, 2013;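 active means mean normalized replicate activation at least 10% and every replicate at or above 10%; inconclusive means only one of the two criteria met; inactive means mean below 10% and not all replicates reach 10%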;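 further: 0% = median of on-plate neutral control wells and 100% = ellipticine 6 µM median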
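System: 68-5-11 XiGFP fibroblast line; Timing: 3 days compound exposure; Compound dosing: one concentration, pinned; Benchmarks: positive control ellipticine, 6 µM final; Buffer or medium: DMEM containing 5-aza-dC.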
EWS-Fli inh – EWS/Fli-driven NR0B1 reporter inhibitors, primary screen, A673 cells, NR0B1 luciferase, luminescence, MLPCN library; hit rate 0.67% among 350,000; viability-normalised; inhibition, % at 12.6 µM; AID 651661, 2012;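 active means mean inhibition of at least 50% after viability correction, with every replicate also passing that limit; inconclusive means mean reaches 50% but only one of two replicates passes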;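 further: firefly luciferase signal divided by Alamar Blue viability fluorescence both relative to DMSO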
Starred values were filed as active, the others as inactive; ? = inconclusive; . = no result given. Not a hit list. Share with any hit: about 4.2%.

canonical_smiles,PAX8 reporter,GSIS activator,ERp5 block,ARNT TACC3 PPI,DENV2 CPE rescue,CFTR F508del cor,XiGFP reactiv,EWS-Fli inh
Cc1cc(C)n2cc(CSc3nnnn3-c3ccccc3C)nc2n1,13,-3,-10,1,.,.,.,.
CC(C)(C)NCC(O)c1cc(O)cc(O)c1 (stereo not drawn),12,.,-5,7,2,-6.3,0.2,10
CC(C)(C)Oc1ccccc1Nc1nc(NCCO)nc(N2CCCC2)n1,2,-10,-3,6,11,-2.5,0.0,-5
Cn1cnc(S(=O)(=O)N2CCCCN3[C@H](C2)[C@@H](c2ccc(-c4ccccc4)cc2)[C@@H]3CO)c1,7,10,1,0,6,2.3,0.0,0
C=CCc1ccc(OCCOc2cccc3cccnc23)c(OC)c1,-9,0,-4,-17,-4,.,0.3,-1
CC(C)NC(=O)Nc1cccc2c1O[C@H](CN(C)CC1CCCCC1)[C@H](C)CN([C@H](C)CO)C2=O,-15,5,3,-2,5,-1.1,0.2,-3
COc1ccc(-c2cc3c(=O)n(CC(=O)Nc4ccc(Cl)cc4)nc(C)n3n2)cc1,6,1,3,3,6,3.6,0.0,-5
O=C1c2ccccc2C(=O)N1Cc1ccccc1F,-4,27,-7,1,4,-0.5,0.0,-10
Cc1ccc(-n2c(SCC(=O)Nc3cccc(S(=O)(=O)NC4=NCCCCC4)c3)nc3ccccc3c2=O)cc1,19,-2,8,-15,.,.,0.5,29
COCCCNC(=S)NNC(=O)C(O)(c1ccccc1)c1ccccc1,-5,-16,-5,3,-3,4.8,0.3,2
CO[C@@H]1CN(C)C(=O)c2ccc(NC(=O)c3ccccc3F)cc2OC[C@@H](C)N(C(C)=O)C[C@H]1C,-33,-7,20,.,-5,-1.0,-0.4,.
CCCCC(Sc1nc(N)c(NC(=O)c2ccc(OCC)cc2)c(=O)[nH]1)C(=O)O (stereo not drawn),12,-7,5,4,0,-2.1,0.2,2
Cc1ccc(C(=O)NNC(=O)c2cccc(S(=O)(=O)N3CCN(c4ccccc4)CC3)c2)cc1,5,-4,.,-6,.,.,0.1,.
Cc1ccc(C)c(C(=O)CSc2nc(N)cc(=O)[nH]2)c1,1,.,4,-30,-3,-1.6,-0.1,13
COc1ccc(Cc2nc(-c3ccccn3)no2)cc1OC,-19,25,4,-8,-3,-0.9,0.0,-15
CC1(C)CC(=O)C2=C(C1)OC(N)=C(C#N)C2c1ccc[nH]1 (stereo not drawn),-6,0,-1,15,5,-1.7,0.0,5
Cn1cccc1Cc1nnc(SCC(=O)Nc2ccc(Cl)cc2)n1-c1ccc(F)cc1,22,-23,-1,.,-6,-0.4,0.2,6
COc1ccc(Cl)cc1Cn1c(C)c(C(=O)NCc2cccc([N+](=O)[O-])c2)sc1=O,0,-11,9,.,1,0.8,-0.1,5
CO[C@H]1CN(C)C(=O)c2cc(NC(=O)Nc3ccc(F)cc3)ccc2OC[C@@H](C)NC[C@H]1C,.,6,0,-9,10,-1.4,-0.1,0
CC(O)[C@H]1CN=C(N)N1CC(C)(C)C (stereo partly drawn),0,2,-8,-4,-1,0.8,0.0,-7
COc1ccc(C(=O)NCc2c(C)nn(Cc3ccccc3)c2C)cc1S(=O)(=O)N1CCOCC1,26,3,0,4,-3,1.8,0.0,31
CCC(=O)N1CC2(C1)[C@H](c1ccc(-c3ccc(C#N)cc3)cc1)[C@@H](CO)N2C(C)=O,.,19,-2,.,-4,1.2,0.3,-4
CCCCCN(C(=O)CCC(=O)OCc1ccc(C(C)(C)C)cc1)c1c(N)n(CCCC)c(=O)[nH]c1=O,7,-44,5,0,-2,-1.2,0.1,22
C=CCNC(=S)N1CCN(Cc2ccccc2)CC1,-1,-11,-7,-11,5,-4.4,0.0,4
CCOc1ccc(C=NNc2ccc(S(=O)(=O)Nc3ccccc3C(=O)O)cc2[N+](=O)[O-])cc1,-12,.,0,4,5,-5.4,0.0,-1
COc1ccc(CCNC(=O)C2CC(=O)N(c3ccc(C)cc3)C2)cc1 (stereo not drawn),-8,5,-2,1,-8,1.2,0.3,3
CCCCN(C(=O)c1cnccn1)c1c(N)n(CCC)c(=O)[nH]c1=O,-13,-3,2,-2,-2,-0.8,0.0,5
Cc1cc(NC(=O)C23CC4CC(CC(C4)C2)C3)n[nH]1,17,-13,1,8,10,-2.2,-0.8,-84
CCn1c(SCC(=O)Nc2cccc(S(=O)(=O)N(C)c3ccccc3)c2)nnc1C1CC1,11,-7,-4,33,3,-3.9,0.0,7
COc1cccc(NC(=O)CSc2nc3ccccc3nc2N2CCCC2)c1,7,-6,4,4,-5,0.9,0.1,-81
Cc1noc(C)c1NC(=O)N(C)C[C@H]1OCc2ccccc2-c2c(n(C)c3ccccc23)C(=O)N([C@@H](C)CO)C[C@@H]1C,-13,-4,0,0,0,-1.1,0.3,-1
CC(C)(C)OC(=O)N1CC(O)CC1C(=O)OCC(=O)c1ccc(-c2ccccc2)cc1 (stereo not drawn),5,3,-4,0,-4,-4.5,-0.5,1
O=C(c1ccccc1Br)N1CCN(c2ccc([N+](=O)[O-])c(N3CCOCC3)c2)CC1,-1,-6,-1,-1,-4,1.0,0.3,2
O=C1C(=O)N(Cc2ccncc2)C(c2ccccc2F)/C1=C(\O)c1ccc2c(c1)OCCO2 (stereo not drawn),-9,-1,5,-8,2,1.9,0.0,.
COc1ccc(OC)c(-c2nc(CN3CCN(C(=O)c4ccco4)CC3)c(C)o2)c1,0,-20,2,2,4,2.9,0.0,.
CN=C1S/C(=C\c2ccc(Cl)cc2)C(=O)N1C,-46,17,1,-3,3,-1.6,0.3,-48
COc1ccc(S(=O)(=O)Nc2ccc3c(c2)C(=O)N([C@H](C)CO)C[C@H](C)[C@H](CN(C)S(=O)(=O)c2c(C)noc2C)OCCCC[C@H](C)O3)cc1,41,-3,7,6,-16,1.4,0.0,14
Cc1cc2ncn(CCC(=O)NC3CCCC3)c2cc1C,-15,-3,-1,1,6,-0.8,0.1,-3
CCCCn1c(N)c(N(CC(C)C)C(=O)C2=COCCO2)c(=O)[nH]c1=O,-8,.,-1,0,16,3.1,0.1,-3
CC(C)(C)c1ccc2c(c1)C(c1ccc3c(c1)OCO3)CC(=O)O2 (stereo not drawn),-25,15,7,-3,-7,-2.3,0.0,-1
C[C@H](CO)N1C[C@H](C)[C@H](CN(C)Cc2ccccc2)OCCCC[C@H](C)Oc2ccc(NC(=O)Nc3ccc(C(F)(F)F)cc3)cc2C1=O,115*,19,0,-12,-15,1.6,0.5,-3
COCCNC(=O)c1cc2c(c(-c3cccc(-c4cccc(F)c4)c3)n1)[C@H](CCO)N(S(=O)C(C)(C)C)C2 (stereo partly drawn),62*,-8,-3,2,?,2.8,0.0,5
C=CC1c2cc(O)c(OC)cc2CCN1Cc1sc2ccccc2c1Cl (stereo not drawn),6,.,1,2,4,2.6,.,-8
COc1cccc(NC(=S)NC(Cc2ccccc2)c2ccccc2)c1 (stereo not drawn),-11,-15,7,.,?,-2.1,-0.1,-7
CCC1(c2ccccc2)NC(=O)N(CC(=O)Nc2ccccc2C(=O)NC2CC2)C1=O (stereo not drawn),1,-1,-1,.,-3,-2.9,0.3,2
CNC[C@H]1Oc2ccc(NC(=O)CCN3CCOCC3)cc2CC(=O)N([C@H](C)CO)C[C@@H]1C,-27,0,-1,-2,0,-1.4,0.4,-5
Cc1nn(CC(=O)N(CC(C)C)C2CCS(=O)(=O)C2)c(C)c1[N+](=O)[O-] (stereo not drawn),11,-2,4,-5,3,-2.2,0.0,-3
C[C@@H]1CN([C@@H](C)CO)S(=O)(=O)c2ccc(C#Cc3ccccn3)cc2O[C@H]1CN(C)Cc1cccc(F)c1,.,-23,6,5,12,1.8,-0.7,13
Cn1nc([N+](=O)[O-])nc1Oc1ccc(C(C)(C)C)cc1,24,1,-1,-8,-22,0.0,0.0,-4
O=S(=O)(Cc1ccccc1)N1CCCCN2[C@@H](CO)[C@@H](c3ccc(-c4ccccc4)cc3)[C@@H]2C1,-6,-20,-6,-9,-4,3.9,0.1,4

Further records.
canonical_smiles,PAX8 reporter,GSIS activator,ERp5 block,ARNT TACC3 PPI,DENV2 CPE rescue,CFTR F508del cor,XiGFP reactiv,EWS-Fli inh
COc1ccc(CCNC(=O)/C=C/c2ccco2)cc1OC,10,-4,3,-1,-6,0.2,0.0,7
CC1=C(C(=O)NC2CCC(C)CC2)C2(CCC(C)CC2)OC1=O (stereo not drawn),5,.,2,-5,16,1.2,-0.1,3
Clc1cncc(Cl)c1NNc1c2ccccc2nc2ccccc12,13,.,6,.,14,-0.2,0.2,0
COc1ccccc1NC(=O)N1CC(=O)N2[C@H](C1)[C@@H](c1ccc(-c3ccc(F)cc3)cc1)[C@@H]2CO,16,-26,0,.,7,3.3,1.4,-8
CC12CC(c3ccccc3O1)C(C(=O)N1CCOCC1)C(=O)N2 (stereo not drawn),.,-4,1,-2,3,0.7,.,0
O=C(O)c1cccc(-n2cccc2/C=C2/SC(=O)N(CC(=O)N3CCCC3)C2=O)c1,-19,3,0,3,-1,0.2,0.4,-3
CC(C)CN(C(=O)CSc1nnc(-c2ccco2)o1)c1c(N)n(Cc2ccccc2)c(=O)[nH]c1=O,-2,-5,3,3,5,-1.4,-0.1,8
Cc1cc(=O)[nH]c(SCC(=O)N2CCCC(C)C2)n1 (stereo not drawn),-3,9,-4,2,3,2.3,0.0,-7
